S1P3 agonist: human S1P3 receptor agonists, primary screen, cell-based, primary and confirmation, NFAT-BLA reporter. Sphingosine 1-phosphate receptor 3 (Homo sapiens), Q99500. S1P3 NFAT-BLA reporter cells, agonism, FRET ratio; relative to 1 µM S1P, basal subtracted. activation, % at 4.5 µM. actives 0.1% (n = 60,000). AID 373, 2006;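 active means activation above the screen-wide mean plus 3 SD, cut at about 4.5% in these data, passing the limit was not always enough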; further: some compounds called inactive have numbers as strong as hits
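Measure – % activation relative to 1 µM S1P (100%), per plate · System – stable CHO line with human S1P3, Gα16, NFAT-BLA reporter · Timing – cells plated overnight, compound 4 h 37 °C, substrate 2 h RT · Technique – fluorescent BLA substrate, ex 405 nm, em 460/535 nm ratio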
HTR1A agonist: human 5-HT1a receptor agonists, primary screen, cell-based, CHO, Ga15 NFAT-bla reporter; CHO 5-HT1a Ga15 NFAT-bla reporter, FRET ratio; 0% basal, 100% maximal reference agonist; activation, % at 10 µM; actives 0.56% (n = 65,000); AID 567, 2006;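 active means activation above the screen-wide mean activation plus 3 SD, cut at about 19% in these data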;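 further: 0% = DMSO wells and 100% = 5-CT at EC100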
Target sequence (P08908 whole entry, looked up): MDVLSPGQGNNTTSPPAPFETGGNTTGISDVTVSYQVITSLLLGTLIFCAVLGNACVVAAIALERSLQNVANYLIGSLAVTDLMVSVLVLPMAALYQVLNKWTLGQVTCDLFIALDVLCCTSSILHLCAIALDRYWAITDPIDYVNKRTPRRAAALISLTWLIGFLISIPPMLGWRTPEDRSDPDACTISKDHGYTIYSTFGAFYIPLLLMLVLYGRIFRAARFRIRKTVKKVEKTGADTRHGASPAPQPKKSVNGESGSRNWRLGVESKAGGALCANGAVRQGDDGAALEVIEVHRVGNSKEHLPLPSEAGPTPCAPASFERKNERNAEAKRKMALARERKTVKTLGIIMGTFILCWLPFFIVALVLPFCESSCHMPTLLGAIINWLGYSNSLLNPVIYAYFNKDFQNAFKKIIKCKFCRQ
5HT1E antag: 5-HT1E receptor antagonists, primary screen, cell-based, HTS | 5-hydroxytryptamine receptor 1E (Homo sapiens), P28566 | CHO 5-HT1E Ga15 NFAT-bla reporter, FRET, antagonist | AID 571, 2007 | inhibition, % at 6 µM | actives 0.99% (n = 65,000);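 active means inhibition above a set limit, the mean inhibition across every tested compound plus 3 SD, cut at about 29% in these data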;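 further: signal is the 460 over 535 nm emission ratio of beta-lactamase substrate; 0% = agonist plus DMSO wells and 100% = wells without agonist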
5HT1E ag: 5-HT1E receptor agonists, primary screen, cell-based, HTS | actives 0.69% (n = 65,000) | activation, % at 6 µM | 5-hydroxytryptamine receptor 1E (Homo sapiens), P28566 | CHO 5-HT1E Ga15 NFAT-bla reporter, FRET; 0% DMSO wells, 100% control agonist wells;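 active means activation above a set limit, the screen-wide mean activation plus 3 SD, cut at about 8.5% in these data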;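 further: 100% = positive control agonist at 1 µM giving full maximal response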
Jurkat viability: cytotoxicity toward Jurkat T cells, primary screen, cytotoxicity control, cell-based, Jurkat E6.1, 60K MLSMR library; Jurkat E6.1 viability, ATP luminescence, 48 h; inhibition, % at 4 µM; actives 1.2% (n = 56,000); AID 463, 2006;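 active means inhibition above the mean inhibition of all tested compounds plus 3 SD, cut at about 28% in these data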
M1 agonist: M1 muscarinic receptor agonists, primary screen, CHO-M1 cells, Fluo-4 calcium, agonist mode; Fluo-4 calcium fluorescence; stronger effect = higher value; B-score at 10 µM; actives 3% (n = 64,000); AID 626, 2007;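 active means fluorescence rise, raw or as B-score row- and column-corrected plate score, outside the 99.7% band of its plate's samples, either direction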
5HT1a antag: human 5-HT1a receptor antagonists, primary screen, cell-based, CHO, Ga15 NFAT-bla reporter | CHO 5-HT1a Ga15 NFAT-bla reporter, antagonist mode | inhibition, % at 10 µM | actives 0.68% (n = 62,000) | AID 612, 2007;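 active means inhibition above the mean of all tested compounds plus 3 SD, cut at about 43% in these data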;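 further: receptor stimulated by 5-CT agonist at 100 nM near EC80; beta-lactamase reporter measured by ratiometric fluorescence of a cleavable substrate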
S1P1 ag-PAM: S1P1 agonists and agonism potentiators, primary screen, cell-based, primary and confirmation screens, CRE-bla reporter | Sphingosine 1-phosphate receptor 1 (Homo sapiens), P21453 | S1P1 CRE-bla cells, forskolin, beta-lactamase FRET, potentiator mode; S1P1 agonist co-added at EC20, 2 nM; 100% = saturating reference agonist, 0% = basal | activation, % at 9.5 µM | actives 0.57% (n = 56,000) | AID 449, 2006;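 active means activation above a cutoff set at the mean activation of all tested compounds plus 3 SD, cut at about 54% in these data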;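 further: forskolin at 4 µM as EC80 and the EC20 agonist is SEW2871; 100% = SEW2871 at its EC100 plus forskolin at EC80; some compounds past the cut are filed as inactive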
Target sequence (P21453 whole entry, looked up): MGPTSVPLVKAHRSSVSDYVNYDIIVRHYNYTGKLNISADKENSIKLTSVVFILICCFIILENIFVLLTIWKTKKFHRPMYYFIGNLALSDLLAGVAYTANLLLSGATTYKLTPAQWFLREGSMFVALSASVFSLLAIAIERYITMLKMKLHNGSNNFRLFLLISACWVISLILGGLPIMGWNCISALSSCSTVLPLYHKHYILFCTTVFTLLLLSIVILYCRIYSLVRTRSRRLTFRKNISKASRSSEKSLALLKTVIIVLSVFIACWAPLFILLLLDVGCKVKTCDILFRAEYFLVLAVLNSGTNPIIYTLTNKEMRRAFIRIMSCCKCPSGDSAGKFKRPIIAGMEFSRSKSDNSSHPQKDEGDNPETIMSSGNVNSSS
M1 antagonist: antagonists of rat M1 muscarinic receptor; CHO-M1 cells, Fluo-4 calcium, ACh EC80 antagonist mode; stronger effect = lower value; AID 628, 2007; Muscarinic acetylcholine receptor M1 (Rattus norvegicus), P08482; B-score at 10 µM; actives 3.4% (n = 64,000);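 active means calcium fluorescence response, raw or row-and-column corrected B-score, differing from the plate sample mean either way at a set confidence level, mostly lower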
* = called active by the depositor; / = no result given.

1) COc1ccc(CNC(=O)C2COc3ccccc3O2)c(OC)c1 (configuration not stated)
2) Cc1cc(NC(=O)Cn2nc3c(cc2=O)CCCC3)ccc1Br
3) CC(C)c1ccccc1OCCCCCNCCO
4) Oc1ccc(-c2nnc(SCC3CCCCC3)o2)cc1
5) COc1cc(C2C(C#N)=C(N)Oc3cc(N)ccc32)cc(OC)c1OC (configuration not stated)
6) CCc1c(C)sc(NC(=O)c2cc(-c3cc(OC)ccc3OC)on2)c1C#N

assay / entry | 1 | 2 | 3 | 4 | 5 | 6
S1P3 agonist | -0.2 | -1.2 | -1.9 | 2.9 | -3.6 | 0.2
HTR1A agonist | -4.0 | 9.4 | 2.8 | 1.8 | 0.8 | 1.2
5HT1E antag | 3 | 4 | 1 | -15 | 57* | 0
5HT1E ag | -1.0 | 0.9 | -0.9 | 0.6 | -0.4 | -0.4
Jurkat viability | 6 | 13 | 0 | 21 | / | -3
M1 agonist | 0.045 | -0.51 | 0.034 | 0.0085 | 0.46 | 0.0081
5HT1a antag | 0 | 8 | 4 | 22 | / | -2
S1P1 ag-PAM | -5 | -7 | 1 | 113* | -14 | -6
M1 antagonist | -0.36 | -0.42 | -0.9 | -0.065 | -0.35 | 1.2

7) O=C(CN(C1CCCCC1)S(=O)(=O)c1ccc(Cl)cc1)NCc1cccnc1
8) COc1cccc(NC(=O)c2cn(C)c(=O)c3cc(OC)c(OC)cc23)c1
9) CCOC(=O)C1CCN(Cc2ccc(OC)c(C)c2OC)CC1
10) COC(=O)c1ccc(CSc2nc3ccccc3c(=O)n2-c2cccc(OC)c2)o1
11) Cc1nnc(-n2cnc3ccccc32)c2ccccc12
12) CN(C)c1ccc(NC(=O)c2ccncc2)c2ccccc12

assay / entry | 7 | 8 | 9 | 10 | 11 | 12
S1P3 agonist | -0.9 | 0.7 | -1.4 | -0.7 | -0.9 | 0.3
HTR1A agonist | 0.9 | 1.3 | -3.5 | 1.1 | -1.0 | -2.4
5HT1E antag | -2 | 8 | 12 | 40* | -1 | 7
5HT1E ag | -0.1 | 0.5 | -0.5 | 1.3 | -0.7 | -0.5
Jurkat viability | 9 | -5 | 11 | 8 | 2 | -7
M1 agonist | -0.16 | 0.66 | -0.35 | 3.6* | -0.27 | 0.27
5HT1a antag | 9 | 7 | 3 | 42 | -10 | 17
S1P1 ag-PAM | -8 | -52 | -7 | -38 | / | -14
M1 antagonist | -0.18 | -0.0021 | -0.26 | -0.62 | 0.51 | 0.35

Entries of single compounds, quoted from the list. Screens in order: S1P3 agonist	HTR1A agonist	5HT1E antag	5HT1E ag	Jurkat viability	M1 agonist	5HT1a antag	S1P1 ag-PAM	M1 antagonist
Profile of `Cc1nnc(-n2cnc3ccccc32)c2ccccc12` → -0.9	-1.0	-1	-0.7	2	-0.27	-10	/	0.51
Profile of `CCOC(=O)C1CCN(Cc2ccc(OC)c(C)c2OC)CC1` → -1.4	-3.5	12	-0.5	11	-0.35	3	-7	-0.26
Profile of `COC(=O)c1ccc(CSc2nc3ccccc3c(=O)n2-c2cccc(OC)c2)o1` → -0.7	1.1	40*	1.3	8	3.6*	42	-38	-0.62

More entries follow.
13) COC(=O)CCC(=O)c1oc2ccccc2c1N
14) O=CNc1ccccc1Oc1ccccc1
15) Cc1nonc1NC(=O)CSc1ccc(-c2ccccc2)nn1
16) c1ccc(OCCCc2nc(-c3ccccn3)no2)cc1
17) O=C(c1ccncc1)N1CCN(C(=O)c2ccco2)CC1
18) COCCNC(=O)c1ccc2c(c1)NC(=O)CS2

assay / entry | 13 | 14 | 15 | 16 | 17 | 18
S1P3 agonist | -0.7 | -0.4 | -0.2 | -0.7 | -0.7 | /
HTR1A agonist | 0.0 | -1.3 | 1.2 | 0.8 | -0.3 | 0.6
5HT1E antag | -7 | 1 | -4 | 3 | -7 | 8
5HT1E ag | 1.2 | -0.9 | -0.6 | -0.8 | -1.7 | -0.1
Jurkat viability | -5 | 0 | -1 | 4 | -8 | /
M1 agonist | -0.12 | -0.96 | 0.21 | 0.28 | -0.52 | -0.26
5HT1a antag | -3 | -2 | -12 | 8 | 4 | 1
S1P1 ag-PAM | 6 | -5 | -7 | / | -2 | /
M1 antagonist | -0.63 | -0.1 | -0.26 | 0.47 | 0.035 | -0.46

19) COc1ccc(N2CCn3c2nc2c3c(=O)n(CCc3ccccc3)c(=O)n2C)c(OC)c1
20) COc1ccc(-c2nc3cnccn3c2Nc2ccc3c(c2)OCO3)cc1
21) CCOC(=O)N1CCN(C(=O)c2ccc(CN(c3ccc(C)c(C)c3)S(C)(=O)=O)cc2)CC1
22) Cn1c(=O)c2c(nc(Br)n2Cc2ccccc2Cl)n(C)c1=O
23) O=c1oc(-c2cccc(S(=O)(=O)N3CCOCC3)c2)nc2ccccc12
24) CCN1C(=O)C(O)(C2COC(C)(C)CC2=O)c2cc(Br)ccc21 (configuration not stated)

assay / entry | 19 | 20 | 21 | 22 | 23 | 24
S1P3 agonist | -0.8 | -1.7 | / | -0.7 | 0.0 | -0.4
HTR1A agonist | -0.1 | 1.2 | 1.3 | -1.2 | -1.2 | -1.9
5HT1E antag | 9 | 7 | 0 | 0 | -10 | 12
5HT1E ag | 1.3 | -0.6 | 0.1 | -0.2 | 1.0 | 0.2
Jurkat viability | 5 | 3 | / | 3 | -2 | -1
M1 agonist | 0.95 | 0.52 | 0.47 | 0.76 | -0.13 | 0.3
5HT1a antag | -2 | 20 | -18 | -7 | -6 | 15
S1P1 ag-PAM | 13 | 4 | / | 0 | -20 | -10
M1 antagonist | 1.3 | 0.54 | -0.14 | 0.11 | 0.13 | -0.69

25) c1ccc(-c2nnc(SCc3cn4ccsc4n3)o2)cc1
26) Cc1[nH]nc2c1/C(=N\O)CC(C)(C)C2
27) CC1=C(C)NC(=S)SC1
28) CC1CCC(n2c(=S)[nH]c3ccccc3c2=O)CC1 (configuration not stated)
29) COC(=O)c1ccc(NC(=O)c2cnc3scc(C)n3c2=O)cc1
30) COc1ccccc1C(=O)Nn1cnc2ccccc2c1=O

assay / entry | 25 | 26 | 27 | 28 | 29 | 30
S1P3 agonist | -0.3 | -0.6 | -0.5 | -1.7 | -0.1 | -1.5
HTR1A agonist | -2.9 | -1.9 | -0.1 | -3.1 | -0.7 | -1.3
5HT1E antag | 4 | 12 | 3 | -8 | -1 | 5
5HT1E ag | -0.2 | -0.4 | -0.7 | 0.4 | 0.0 | -0.6
Jurkat viability | -6 | 2 | 0 | 1 | -3 | 2
M1 agonist | 39* | -0.67 | -0.67 | -0.32 | -0.5 | -0.36
5HT1a antag | 5 | -7 | -2 | -13 | -4 | 5
S1P1 ag-PAM | -8 | -11 | 6 | -44 | -7 | -23
M1 antagonist | -0.42 | -0.02 | 0.13 | 0.23 | -0.25 | 0.046

31) O=C(N=C1SCC(=O)N1c1ccccc1Cl)c1ccco1
32) Cc1cc(C(F)F)n2nc(C(=O)NCc3ccccc3F)nc2n1
33) COc1nc(-c2ccccc2)ccc1-c1noc(-c2ccccc2)n1
34) Cc1ccc(C)c(Cn2nnc3c(=O)[nH]c(C4CCCN(C(=O)C5CCC5)C4)nc32)c1 (configuration not stated)
35) COc1ccc(NC(=O)c2nc3nc(C)cc(C(F)F)n3n2)cc1OC
36) Cn1nnc(NC(=O)c2ccc(C(C)(C)C)cc2)n1

assay / entry | 31 | 32 | 33 | 34 | 35 | 36
S1P3 agonist | -0.7 | -0.3 | -1.8 | -0.3 | 0.4 | -0.2
HTR1A agonist | -2.5 | -3.5 | -2.1 | -1.9 | -2.2 | -4.1
5HT1E antag | 5 | 3 | -9 | -2 | -8 | -8
5HT1E ag | 0.0 | -0.3 | 0.5 | -0.9 | -0.1 | -0.3
Jurkat viability | 0 | 5 | -2 | 0 | 2 | -5
M1 agonist | -0.76 | / | 0.024 | 1.3 | 0.33 | -0.97
5HT1a antag | 2 | 7 | 14 | 2 | -10 | 7
S1P1 ag-PAM | -22 | -14 | 44 | -10 | -16 | -2
M1 antagonist | 0.13 | / | -0.25 | -0.0081 | 1.2 | -0.00021

S1P1 ag-PAM: entries above that show a hit.
no.	smiles	S1P3 agonist	HTR1A agonist	5HT1E antag	5HT1E ag	M1 agonist	5HT1a antag	S1P1 ag-PAM	M1 antagonist
4	Oc1ccc(-c2nnc(SCC3CCCCC3)o2)cc1	2.9	1.8	-15	0.6	0.0085	22	113*	-0.065

(list continues)
37) COc1ccc2c3c(cccc13)NN=C2C
38) Cc1cccn2c(=O)c3cc(C(=O)NCc4cccnc4)c(=N)n(C(C)C)c3nc12
39) COC(=O)c1ccc(CSc2ccc3nnc(-c4ccc(OC)c(OC)c4)n3n2)o1
40) CCC(Sc1nc(N)c(NC(=O)c2ccc(OC)c(OC)c2)c(=O)[nH]1)C(=O)OC (configuration not stated)
41) C=CCN1C(=O)C(CC(=O)O)SC1=Nc1c(C)n(C)n(-c2ccccc2)c1=O (configuration not stated)
42) COc1ccc(OC)c(C(c2nnnn2C2CCCC2)N2CCN(c3ccccc3)CC2)c1 (configuration not stated)

assay / entry | 37 | 38 | 39 | 40 | 41 | 42
S1P3 agonist | -0.3 | / | -0.1 | 0.1 | 0.5 | 0.1
HTR1A agonist | 0.6 | 14 | 1.9 | -2.7 | -0.3 | -0.7
5HT1E antag | 4 | -14 | 18 | 0 | -2 | -11
5HT1E ag | 0.1 | 4.5 | 0.7 | -0.1 | 0.4 | 1.2
Jurkat viability | 2 | / | 3 | -2 | -4 | 8
M1 agonist | 0.6 | -1.2 | 1.9 | 0.98 | 0.23 | -1.7*
5HT1a antag | -3 | -38 | -9 | -3 | 1 | 33
S1P1 ag-PAM | 7 | / | -40 | 1 | / | 11
M1 antagonist | -0.078 | -2.5* | -0.59 | 0.74 | 0.31 | -0.086

43) Cc1c(Cl)cccc1N(CC(=O)N1CCCCCC1)S(C)(=O)=O
44) CC1Cc2ccccc2N1CC(=O)NC(=O)NCc1ccco1 (configuration not stated)
45) COc1cc(C(=O)Nc2nc(-c3cccs3)cs2)cc(OC)c1OC
46) N#CCSc1nc2ccccc2c(=O)n1CCC(=O)NCCc1ccccc1
47) C#CCSc1nc(-c2cccs2)ccc1C#N
48) N#Cc1nc(COc2ccc(F)cc2)oc1NCCCn1ccnc1

assay / entry | 43 | 44 | 45 | 46 | 47 | 48
S1P3 agonist | -1.2 | -0.6 | -0.4 | / | -0.7 | /
HTR1A agonist | 1.0 | -1.8 | 4.3 | 12 | -3.5 | 1.4
5HT1E antag | 2 | -2 | -3 | 0 | 4 | 0
5HT1E ag | -0.5 | 0.7 | 2.3 | -0.7 | -0.9 | 0.9
Jurkat viability | 4 | 0 | -2 | / | 16 | /
M1 agonist | -1 | 0.0081 | -1.2 | 0.49 | -0.92 | 0.46
5HT1a antag | -8 | 7 | -16 | -9 | 0 | -1
S1P1 ag-PAM | 8 | -6 | -46 | / | -21 | /
M1 antagonist | 0.94 | -4.1* | 0.44 | -0.66 | 0.03 | -0.4
